High-throughput results (PubChem)
TRPC4 inh: inhibitors of mouse TRPC4 channel, primary screen, Fluo4 calcium, HEK293 TRPC4beta/mu-opioid cells. actives 0.39% (n = 300,000). AID 2247, 2010. B-score at 10 µM. DAMGO-evoked Fluo4 calcium flux; stronger effect = lower value;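 active = B-score over 3 SD under the library average, no early fluorescence shift, positive overall ratio signal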
Target sequence (Q9QUQ5 whole entry, looked up): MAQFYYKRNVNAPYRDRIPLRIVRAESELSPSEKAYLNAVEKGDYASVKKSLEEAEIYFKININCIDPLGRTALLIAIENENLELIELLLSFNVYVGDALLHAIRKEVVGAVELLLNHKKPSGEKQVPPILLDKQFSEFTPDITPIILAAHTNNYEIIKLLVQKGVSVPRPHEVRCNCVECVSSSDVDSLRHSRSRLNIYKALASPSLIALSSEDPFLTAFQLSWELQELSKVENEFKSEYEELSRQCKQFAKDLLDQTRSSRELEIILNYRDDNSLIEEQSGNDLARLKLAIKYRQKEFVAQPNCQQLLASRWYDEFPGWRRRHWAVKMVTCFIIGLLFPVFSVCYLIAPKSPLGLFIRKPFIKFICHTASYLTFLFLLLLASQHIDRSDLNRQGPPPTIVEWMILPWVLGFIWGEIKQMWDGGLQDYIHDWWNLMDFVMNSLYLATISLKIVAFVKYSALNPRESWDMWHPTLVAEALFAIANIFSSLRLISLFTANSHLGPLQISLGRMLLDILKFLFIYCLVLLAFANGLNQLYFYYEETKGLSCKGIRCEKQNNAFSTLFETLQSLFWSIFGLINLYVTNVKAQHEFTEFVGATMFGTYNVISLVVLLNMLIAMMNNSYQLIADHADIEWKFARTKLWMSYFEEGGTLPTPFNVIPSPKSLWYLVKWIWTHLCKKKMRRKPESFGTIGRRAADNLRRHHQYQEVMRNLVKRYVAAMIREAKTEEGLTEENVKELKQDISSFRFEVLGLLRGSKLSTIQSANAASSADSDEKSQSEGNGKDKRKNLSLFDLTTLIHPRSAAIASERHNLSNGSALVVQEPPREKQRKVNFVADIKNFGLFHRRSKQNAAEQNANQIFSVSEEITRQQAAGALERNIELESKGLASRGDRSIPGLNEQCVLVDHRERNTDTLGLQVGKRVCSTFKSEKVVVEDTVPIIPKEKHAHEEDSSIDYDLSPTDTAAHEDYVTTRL
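Test system – stable TRPC4beta/mu-opioid receptor HEK293 cells · Probe or stimulus – DAMGO, a submaximal dose followed by a maximal one · Dosing – one concentration per compound · Signal – Fluo4 calcium fluorescence by kinetic imaging, 5 s 1 Hz baseline · Evaluation – per-well B score of integrated baseline-normalized Fluo4 ratio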
TRPC6 act: mouse TRPC6 channel activators, primary screen, cell-based, HEK293, membrane potential dye. Short transient receptor potential channel 6 (Mus musculus), Q61143. HEK293-TRPC6 membrane potential dye fluorescence; stronger effect = higher value. B-score at 10 µM. actives 0.13% (n = 310,000);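 active = B-score of the integrated fluorescence ratio above library mean plus 3 SD, and starting fluorescence ratio within library mean plus 5 SD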;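 note: higher score means more depolarization so channel activation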
MrgX1 ag: agonists of human MrgX1 receptor, primary screen, HEK293 cells, Fluo-4 calcium flux | Mas-related G-protein coupled receptor member X1 (Homo sapiens), Q96LB2 | Fluo-4 calcium fluorescence, agonist mode; stronger effect = higher value | B-score at 10 µM | actives 0.44% (n = 310,000);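 active = calcium response B-score plate-corrected fluorescence ratio at least 3 library SD, with starting fluorescence B-score inside 5 SD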
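System: HEK293 cells stably expressing human MrgX1 receptor; Dosing: test compound in the initial addition of three; Schedule: overnight plating, then 30 min 37 °C plus 30 min room-temperature dye loading; Detection: kinetic calcium dye fluorescence, Fluo-4 NW; Controls: per-plate positive and negative controls for Z′ factor.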
TRPC4 PAM: positive allosteric modulators of TRPC4, primary screen, cell-based, mouse TRPC4beta, HEK293 mu-opioid, Fluo-4 calcium. Short transient receptor potential channel 4 (Mus musculus), Q9QUQ5. DAMGO EC20, Fluo-4 Ca2+ flux; stronger effect = higher value. B-score at 10 µM. actives 0.42% (n = 310,000). AID 2227, 2009;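 active = B-score of calcium response area above 5 SD of library B-scores, with initial fluorescence ratio within 5 SD of library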;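 note: B-score of integrated fluorescence ratio over time as area under calcium response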
MrgX1 PAM: positive allosteric modulators of MrgX1, primary screen, HEK293 cells, Fluo-4 calcium flux; FDSS; stronger effect = higher value; B-score at 10 µM; actives 0.63% (n = 310,000); AID 588675, 2011;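 active = plate-corrected calcium response at least 3 library SD above typical, normal starting fluorescence, not activating the receptor alone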;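 note: compound read alongside a low EC10 to EC30 dose of BAM8-22 agonist; peak minus trough fluorescence over baseline measured at the second addition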
TMEM16A act: TMEM16A chloride channel activators or potentiators, primary screen, cell-based, HTS; Anoctamin-1 (Mus musculus), Q8BHY3; HEK293 TMEM16A/YFP-H148Q/I152L, iodide quench fluorescence; stronger effect = lower value; B-score at 10 µM; actives 0.3% (n = 340,000);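 active = fluorescence-ratio B-score plate-corrected deviation score at least 3 library SD below zero, with starting fluorescence score within 5 deviations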;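 note: channel opened by trigger with iodide after compound preincubation; score built on the fluorescence ratio of max minus min over baseline; more negative score means more quench and so TMEM16A activation or potentiation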
TRPC6 inhibitor: mouse TRPC6 channel inhibitors, primary screen, cell-based, HEK293, membrane potential dye; Short transient receptor potential channel 6 (Mus musculus), Q61143; ACh-evoked depolarization; stronger effect = lower value; B-score at 10 µM; actives 1.1% (n = 310,000);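 active = B-score under library mean minus 3 SD, initial fluorescence not abnormally high, positive integrated signal ratio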;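 note: B-score derived from integrated fluorescence ratio over the kinetic read; more negative B-score means stronger inhibition of depolarization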
MrgX1 antagonist: antagonists of human MrgX1 receptor, primary screen, HEK293 cells, Fluo-4 calcium flux. Mas-related G-protein coupled receptor member X1 (Homo sapiens), Q96LB2. BAM8-22 antagonism; stronger effect = lower value. B-score at 10 µM. actives 1.3% (n = 310,000). AID 588676, 2011;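 active = calcium-response B-score plate-corrected more than 3 library SD below zero, starting fluorescence within 5 deviations, no agonist response on first addition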;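 note: peak minus trough fluorescence over baseline after final BAM8-22 challenge near maximal dose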
SKKanGAS inh: S. pyogenes SKKanGAS growth inhibitors in kanamycin, primary screen, streptokinase expression inhibitor project, SKKanGAS strain, BacTiter-Glo luminescence; inhibition, % at 7.5 µM; actives 1.3% (n = 300,000); 6 h;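 active = mean replicate score, as percent of positive control median, at least 50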;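 note: strain carries kanamycin resistance gene driven by streptokinase promoter and grows in 40 µg/ml kanamycin; loss of luminescence reflects streptokinase promoter inhibition or plain growth inhibition; 0% = median of DMSO wells and 100% = positive control at its reference dose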
ANO1 block: TMEM16A chloride channel inhibitors, primary screen, cell-based, HTS; normalized B-score (activity score, 25-100; higher = stronger inhibition) at 10 µM; AID 588511, 2011; HEK293 TMEM16A/YFP iodide influx fluorescence, ionomycin; Anoctamin-1 (Mus musculus), Q8BHY3; actives 1.2% (n = 310,000);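 active = ratio plate-corrected score three or more library SD toward inhibition, starting fluorescence score within five deviations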;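 note: score derived from kinetic fluorescence span divided by baseline fluorescence per well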
TRPC4 agonist: activators of mouse TRPC4 channel, primary screen, Fluo4 calcium, HEK293 TRPC4beta/mu-opioid cells; Short transient receptor potential channel 4 (Mus musculus), Q9QUQ5; Fluo4 calcium fluorescence; stronger effect = higher value; B-score at 10 µM; actives 0.49% (n = 310,000); AID 2237, 2010;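 active = B-score above 5 SD of library B-scores, and initial fluorescence ratio not above library mean plus 5 SD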;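 note: positive B-score marks a calcium rise read as TRPC4 activation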
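System – HEK293 cells stably co-expressing mouse TRPC4beta and mu-opioid receptor · Signal – Fluo4 calcium-sensitive dye fluorescence, kinetic, 1 Hz baseline · Benchmarks – buffer (low) and maximal DAMGO (high) · Read-out – B score of integrated fluorescence ratio per well · Incubation – dye loading 45 min room temperature, 110 s kinetic read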
* hit, by the source's call; i = inactive; . = not tested or not shown.

SMILES	TRPC4 inh	TRPC6 act	MrgX1 ag	TRPC4 PAM	MrgX1 PAM	TMEM16A act	TRPC6 inhibitor	MrgX1 antagonist	SKKanGAS inh	ANO1 block	TRPC4 agonist
CCOc1ccccc1N=Nc1c(C)[nH]n(-c2ccccc2)c1=O	i	i	i	i	i	i	i	i	-3.1	i	i
O=C(COc1ccc(F)cc1)Nc1ccc2c(c1)OCCO2	i	i	i	i	i	i	i	i	10.1	i	i
NNC(=O)c1cc2cc(Oc3ccccc3)ccc2[nH]1	i	i	i	i	i	i	i	i	17.0	i	i
CN(c1cccc(NC(=O)CSc2ccc(Cl)cc2)c1)S(C)(=O)=O	i	i	i	i	i	i	i	i	5.9	100*	i
COc1ccc(NC(=O)c2c([N+](=O)[O-])c(C(C)(C)C)nn2C)cc1	i	i	i	i	i	i	i	i	-0.1	i	i
CNc1nc2c(c(=O)n(C)c(=O)n2C)n1Cc1ccccc1	i	i	i	i	i	i	i	i	-12.2	i	i
Cc1ccc(S(=O)(=O)N(Cc2cc3cccc(C)c3[nH]c2=O)c2ccccc2)cc1	i	i	i	i	i	i	i	i	-5.3	i	i
Cc1cc(/C=C(\C#N)c2nnc(N3CCOCC3)n2-c2ccccc2)c(C)n1-c1ccccc1	i	i	i	i	i	.	i	i	0.1	i	i
COc1cc(OC)cc(C(=O)N2CCN(Cc3ccc4c(c3)OCO4)CC2)c1	i	i	i	i	i	i	i	i	-5.2	i	i
Cc1ccc(CN2CC(C(=O)N3CC(C)CC(C)C3)CC2=O)cc1 (centres undefined)	i	i	i	i	i	i	i	i	-4.7	i	i
Cc1cs/c(=N\N=C\c2ccc(O)cc2)n1Cc1ccco1	i	i	i	i	i	i	i	i	5.2	i	i
O=C(Nc1ccc(C2CCCCC2)cc1)C1CCCN(c2ncccn2)C1 (centres undefined)	i	i	i	i	i	i	i	i	-9.6	i	i
Cc1ccc(S(=O)(=O)N/N=C/C(C)(C)CO)cc1	i	i	i	i	i	i	i	i	-6.3	i	i
Cc1nc2nc(-c3ccccc3)cc(=O)n2[nH]1	i	i	i	i	i	i	i	i	-1.5	i	i
Nc1ncc2c(n1)-c1ccccc1CC2	i	i	i	i	i	i	i	-4.82*	-0.7	i	i
O=C(CSc1n[nH]c(-c2ccccc2)n1)NC(=O)NCc1ccco1	i	i	i	i	i	i	i	i	7.2	i	i
CCOc1cc(C2C(C(=O)O)c3cc(OCC)c(OCC)cc3C(=O)N2C)ccc1O (centres undefined)	i	i	i	i	i	i	i	i	4.5	i	i
CCCCc1nnc(NC(=O)C2CC(=O)N(c3ccc4c(c3)OCCO4)C2)s1 (centres undefined)	i	i	i	i	i	i	i	i	-2.9	i	i
O=C(NNC(=O)c1ccco1)c1cccc(Br)c1	i	i	i	i	i	i	i	i	-2.7	i	i
CC(C)(O)C#Cc1ccc(CN2CCN(Cc3ccccc3)C(CCO)C2)cc1 (centres undefined)	i	i	i	i	i	i	i	i	20.0	i	i
COC(=O)c1ccccc1C(=O)c1cccc2ccccc12	i	i	i	i	i	i	i	i	12.8	i	i
Cc1nn(C)cc1CNC(=O)C1C2CCC(O2)C1C(=O)O (centres undefined)	i	i	i	i	i	.	i	i	3.0	i	i
O=S1(=O)CCC(NC(=S)Nc2ccc(Cl)cc2)C1 (centres undefined)	i	i	i	i	i	i	i	i	2.3	i	i
CCN1C(=NCC(C)C)N[C@@H](c2cccc(F)c2)C(C(=O)OC)=C1C	i	i	i	i	i	i	i	i	-5.3	i	i
Clc1ccc(CN2CCN(c3ccccc3)CC2)cn1	i	i	i	i	i	i	i	i	-3.1	i	i
[O-][n+]1onc2c1CCc1nnccc1-2	i	i	i	i	i	i	i	i	0.0	i	i
NS(=O)(=O)c1ccc(CCNC(=O)c2ccc3c(c2)N(Cc2ccccc2)CCS3)cc1	i	i	i	i	i	i	i	i	7.7	i	i
O=C(Nc1nncs1)c1ccccc1Br	i	i	i	i	i	i	i	i	.	i	i
CCOc1ccc(C(C(=O)NC2CCCCC2)N(C(=O)c2csnn2)C2CC2)cc1 (centres undefined)	i	i	i	i	i	i	i	i	13.6	i	i
O=C(COC(=O)C1CC2C=CC1C2)NCCc1ccccc1 (centres undefined)	i	i	i	i	i	i	i	i	7.0	i	i
C#CC[N+](C)(C)CC#Cc1ccc(C)cc1	i	i	i	i	i	i	i	i	-3.2	i	i
COc1cc(C(=O)Nc2ccc(C(=O)c3cccs3)cc2)cc(OC)c1OC	i	i	i	i	i	i	i	i	18.5	i	i
COC(=O)CNC(=O)c1ccc2c(c1)S(=O)(=O)c1ccccc1C2=O	i	i	i	i	i	i	i	i	2.8	i	i
CC(=O)Nc1ccc(C(=O)N2CC(=O)NC(=O)C2)cc1	i	i	i	i	i	i	i	i	-11.9	i	i
Cc1ccc(S(=O)c2ccc(NC(=O)C3CC3)cc2C#N)cc1 (centres undefined)	i	i	i	i	i	i	i	i	.	i	i
Cc1ccc(S(=O)(=O)N2CCN(c3cc4c(cc3[N+](=O)[O-])n(C)c(=O)n4C)CC2)cc1	i	i	i	15*	i	i	i	i	-0.2	i	i
CC(=O)Nc1ccc(S(=O)(=O)NCCCN2CCOCC2)cc1	i	i	i	i	i	i	i	i	1.7	i	i
CC1(C)NC(=O)N(CC(=O)OCC(=O)Nc2sccc2C#N)C1=O	i	i	i	i	i	i	i	i	1.5	i	i
C/C(=N\NC(=S)Nc1ccccc1C)C1Cc2ccccc2C(=O)O1 (centres undefined)	i	i	i	i	i	i	i	i	-2.0	i	i
O=C(O)C1CCN(C(=O)NC2CCCCC2)CC1	i	i	i	i	i	i	i	i	-1.9	i	i
O=C(Cn1c(=O)oc2ccccc21)Nc1ccc(F)cc1	i	i	i	i	i	i	i	i	1.0	i	i
CCCCn1c(N)c(N(CCOC)C(=O)COC(=O)c2cc(CCC)c(C)s2)c(=O)[nH]c1=O	i	i	i	i	i	i	i	i	-3.2	i	i
COc1cc(OC)nc(NC(=O)CS(=O)(=O)c2ccccc2)n1	i	i	i	i	i	i	i	i	-5.8	i	i
Cc1c(NC(=O)C(C)OC(=O)COc2ccc(C#N)cc2)c(=O)n(-c2ccccc2)n1C (centres undefined)	i	i	i	i	i	i	i	i	-9.5	i	i
Cc1cccc2cc3c(N)c(C(=O)Nc4ccc(N5CCOCC5)cc4)sc3nc12	i	i	i	i	i	i	i	-5.44*	19.4	i	i
CCn1cc(S(=O)(=O)CC(=O)Nc2ccc(OC)cc2)c2ccccc21	i	i	i	i	i	i	i	i	-2.5	i	i
O=C(NCc1ccccn1)c1ccc(=O)oc1	i	i	i	i	i	i	i	i	-12.4	i	i
O=[N+]([O-])CC(c1ccccc1)P(=O)(c1ccccc1)c1ccccc1 (centres undefined)	i	i	i	i	i	i	i	i	5.8	i	i
CCOc1ccc2c(c1)C(N(CCN1CCOCC1)C(=O)Nc1ccc(OC)cc1OC)CC(C)(C)O2 (centres undefined)	i	i	i	i	i	i	i	i	-2.1	i	i
Cn1c(SCc2c(F)cccc2Cl)nc2c(c1=O)SCC2	i	i	i	i	i	i	i	i	-1.8	i	i

(cont.)
SMILES	TRPC4 inh	TRPC6 act	MrgX1 ag	TRPC4 PAM	MrgX1 PAM	TMEM16A act	TRPC6 inhibitor	MrgX1 antagonist	SKKanGAS inh	ANO1 block	TRPC4 agonist
CCOC(=O)C(CCCP(=O)(c1ccccc1)c1ccccc1)(NC(C)=O)C(=O)OCC	i	i	i	i	i	i	i	i	1.4	i	i
COC(=O)C(CC(C)C)NC(=O)c1cc(OC)c(OC)c(OC)c1 (centres undefined)	i	i	i	i	i	i	i	i	1.6	i	i
Cc1ccnc(NS(=O)(=O)c2ccc(NC(=O)CCc3ccccc3)cc2)n1	i	i	i	i	i	i	i	i	1.6	i	i
CCC(=O)Nc1c(-c2cccs2)c(=O)c2ccccc2n1C	i	i	i	i	i	i	i	i	1.5	i	i
Cc1ccc(OCCSc2ncnc3nc[nH]c23)cc1	i	i	i	i	i	i	i	i	14.7	25*	i
COc1ccc(-c2nc3ncccn3c2Nc2ccc3c(c2)OCCO3)cc1	i	i	.	i	.	i	i	.	-2.2	.	i
CN(CC(=O)Nc1cccc(F)c1)C(=O)c1cc(-c2cccs2)nn1-c1ccccc1	i	i	i	i	i	i	i	i	6.9	i	i
O=C(c1cncc(Br)c1)N1CCCc2ccccc21	i	i	i	i	i	i	i	i	1.0	i	i
O=C(COc1ccccc1)Nc1ccc(C(=O)N2CCCC2)cc1	i	i	i	i	i	i	i	i	-10.9	i	i
COc1cccc(C(=O)CC(=O)C(=O)Nc2cc(Cl)c(OC)cc2OC)c1	i	i	i	i	i	i	i	i	5.9	i	i
CS(=O)(=O)Nc1ccc(C2=NN(C(=O)c3ccccc3)C(c3cccs3)C2)cc1 (centres undefined)	i	i	i	i	i	i	i	i	0.2	i	i
O=C(CN1C(=O)NC2(CCCc3ccccc32)C1=O)NC1CCCCC1 (centres undefined)	i	i	i	i	i	i	i	i	-2.8	i	i
CCCc1nc2sc3c(c2c(=O)n1NC(=O)c1ccco1)CC(C)(C)OC3	i	i	i	i	i	i	i	i	3.3	i	i
COc1ccc(CN2C(=O)c3cccnc3C2=O)cc1S(=O)(=O)NCc1ccco1	i	i	i	i	i	i	i	i	-2.5	i	i
Cc1ccc(-n2cccc2/C=C2\C(=N)N3N=C(C(C)C)SC3=NC2=O)cc1	i	i	i	i	i	i	i	i	43.4	i	i

Not a hit list (roughly 6.7% active in at least one column).
